High-throughput results as filed in PubChem BioAssay.
PGK inhibitor = inhibitors of T. brucei phosphoglycerate kinase | P07378 | PGK/GAPDH coupled, Kinase-Glo luminescence, 60 min | Potency, µM (highest dose often 57.5 µM), for the others: at the top dose activity change, negative = inhibition, most hits filed as inhibitors | actives 0.043% (n = 380,000) | AID 602233; note: potency is the fitted concentration of half-maximal effect; % is set by controls: 0 for no effect and ±100 for the full control effect; nearly all actives have a fitted effect of over 60% in size
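Luminescent ATP detection (Kinase-Glo Plus) follows a 60-minute room-temperature incubation, with wells lacking PGK as controls. Buffer: 100 mM TEA (pH 7.6), 5 mM MgCl2, 0.01% Tween-20. Coupling enzyme GAPDH (100 nM final) supplies unstable 1,3-BPG in-well.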
BLM helicase inh = blocks DNA unwinding by human BLM helicase | recombinant BLM DNA unwinding, fluorescence dequenching | actives 0.2% (n = 350,000) | Potency, µM (doses to about 56.1 µM), without a hit: at the highest dose activity change, negative = inhibition, actives largely listed as inhibitors | AID 2528 | P54132;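 note: potency is the fitted concentration of half-maximal effect; plate controls were vehicle for no effect and no enzyme for full effect; nearly all actives have a fitted effect of over 35% in size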
Target sequence (P54132 whole entry, looked up): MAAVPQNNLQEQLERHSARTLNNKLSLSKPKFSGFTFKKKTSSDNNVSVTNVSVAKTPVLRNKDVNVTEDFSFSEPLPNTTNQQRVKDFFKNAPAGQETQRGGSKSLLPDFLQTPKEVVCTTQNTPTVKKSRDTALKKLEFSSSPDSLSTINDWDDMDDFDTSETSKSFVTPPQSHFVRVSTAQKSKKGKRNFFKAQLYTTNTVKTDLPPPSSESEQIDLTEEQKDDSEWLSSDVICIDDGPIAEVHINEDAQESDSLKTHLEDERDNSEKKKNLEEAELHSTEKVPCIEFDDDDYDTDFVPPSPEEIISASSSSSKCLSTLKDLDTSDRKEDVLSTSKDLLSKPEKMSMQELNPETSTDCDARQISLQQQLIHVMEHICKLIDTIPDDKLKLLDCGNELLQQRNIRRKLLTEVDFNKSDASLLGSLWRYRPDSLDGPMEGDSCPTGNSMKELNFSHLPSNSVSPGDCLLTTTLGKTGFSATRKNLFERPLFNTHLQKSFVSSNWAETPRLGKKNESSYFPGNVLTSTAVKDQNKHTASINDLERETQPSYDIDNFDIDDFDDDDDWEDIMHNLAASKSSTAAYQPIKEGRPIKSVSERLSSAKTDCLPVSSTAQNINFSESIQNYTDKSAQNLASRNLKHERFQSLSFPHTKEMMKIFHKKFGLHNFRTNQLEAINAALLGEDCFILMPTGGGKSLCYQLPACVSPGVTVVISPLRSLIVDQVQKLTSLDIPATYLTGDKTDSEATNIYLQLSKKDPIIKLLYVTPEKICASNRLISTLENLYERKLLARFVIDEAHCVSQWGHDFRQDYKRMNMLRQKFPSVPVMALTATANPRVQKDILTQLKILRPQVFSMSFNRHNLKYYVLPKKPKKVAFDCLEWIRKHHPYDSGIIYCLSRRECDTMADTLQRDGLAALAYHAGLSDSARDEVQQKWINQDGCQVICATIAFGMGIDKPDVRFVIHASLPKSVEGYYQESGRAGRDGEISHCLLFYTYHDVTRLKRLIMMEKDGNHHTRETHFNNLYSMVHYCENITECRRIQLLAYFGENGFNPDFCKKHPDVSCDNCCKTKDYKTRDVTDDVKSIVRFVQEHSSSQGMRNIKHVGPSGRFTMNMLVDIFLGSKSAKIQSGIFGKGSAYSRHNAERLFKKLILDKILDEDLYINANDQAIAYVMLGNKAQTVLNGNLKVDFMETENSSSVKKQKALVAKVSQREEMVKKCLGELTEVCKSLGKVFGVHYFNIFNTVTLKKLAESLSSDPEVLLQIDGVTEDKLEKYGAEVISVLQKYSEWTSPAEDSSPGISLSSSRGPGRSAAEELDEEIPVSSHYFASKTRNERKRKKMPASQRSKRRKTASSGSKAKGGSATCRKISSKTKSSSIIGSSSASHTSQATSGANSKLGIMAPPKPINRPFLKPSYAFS
POLH inh = inhibitors of human DNA polymerase eta. recombinant Pol eta, fluorescent DNA replication assay. Potency, µM (titrated, usually from 114 µM), for the others: at the top dose activity change, negative = inhibition, usual class: inhibitors. actives 1.2% (n = 390,000); note: potency is the fitted concentration of half-maximal effect; % is set by controls: 0 for no effect and ±100 for the full control effect
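Pol eta (10 nM) was preincubated with compounds for 15 min at room temperature, after which fluorescent replication substrate (50 nM final) was added to start the reaction. Fluorescence was read kinetically at 0 and 10 min.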
POLB inh = DNA polymerase beta (human) inhibition | actives 1.3% (n = 340,000) | Pol beta primer extension/strand displacement, fluorescence kinetic | AID 485314 | Potency, µM (top dose mostly 114 µM), inactives show top-dose activity change, negative = inhibition, most hits filed as inhibitors | P06746; note: potency is the fitted concentration of half-maximal effect; % is set by controls: 0 for no effect and ±100 for the full control effect
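Kinetic readout of DNA synthesis with strand displacement by Pol beta. Compound and 10 nM enzyme sit 15 min at room temperature; 50 nM substrate starts the reaction, read immediately and at 10 min.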
APE1 inh = APE1 (human) endonuclease inhibition; recombinant APE1, TAMRA/BHQ-2 abasic DNA cleavage fluorescence; Potency, µM (titrated, usually from 65.8 µM), without a hit: top-dose activity change, negative = inhibition, usual class: inhibitors; actives 0.35% (n = 350,000); AID 2517;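 note: potency is the fitted concentration of half-maximal effect; plate controls were vehicle for no effect and reference inhibitor for full effect; nearly all actives have a fitted effect of over 55% in size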
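Enzyme (0.75 nM final) and test compound are incubated 15 min at room temperature before adding 50 nM quenched THF abasic-site duplex. Cleavage dequenches TAMRA, followed at 525/598 nm over three reads one minute apart.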
RXFP1 antagonist = blocks the human relaxin receptor RXFP1 | Q9HBX9 | HEK293-RXFP1, relaxin-stimulated cAMP HTRF, 30 min; active compounds read low | activity change, negative = inhibition, % at 57.5 µM | actives 0.59% (n = 350,000) | AID 1259400;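 active = activity change of -60% or lower, but not beyond a set lower limit; inconclusive = change between -60% and -40%, or beyond the set limit; inactive = change above -40%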; note: % is set by controls: 0 for no effect and ±100 for the full control effect
POLI inh = inhibitors of human DNA polymerase iota. Q9UNA4. Pol iota fluorescent replication assay, 10 min. actives 1% (n = 390,000). Potency, µM (doses to about 115 µM), inactives show top-dose activity, negative = inhibition, actives largely listed as inhibitors; note: potency is the fitted concentration of half-maximal effect
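Pol iota at 10 nM preincubated 15 min with compounds at room temperature; reaction started with fluorescent substrate, 50 nM final. Fluorescence read kinetically at 0 and 10 min; buffer-only wells as negative control.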
Pol kappa inh = inhibitors of human DNA polymerase kappa; Q9UBT6; purified Pol kappa, fluorescent DNA synthesis assay, 10 min; Potency, µM (top dose mostly 107 µM), without a hit: at the highest dose activity, negative = inhibition, hits mostly inhibitors; actives 0.53% (n = 400,000); note: potency is the fitted concentration of half-maximal effect; % is set by controls: 0 for no effect and ±100 for the full control effect
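Enzyme at 10 nM met test compounds for 15 min at room temperature. Substrate addition (50 nM final) began the reaction, which was monitored by fluorescence at 0 and 10 min.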
Apoferritin bind = binds horse apoferritin like a general anesthetic; P02791; apoferritin/1-aminoanthracene competitive binding, fluorescence; Potency, µM (doses to about 77.5 µM), for inactives: at the top dose activity change, negative = displacement, actives largely listed as inhibitors; actives 0.074% (n = 350,000); AID 485281; note: potency is the fitted concentration of half-maximal effect; % is set by controls: 0 for no effect and ±100 for the full control effect; nearly all actives have a fitted effect of over 20% in size
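Read-out: endpoint 1-AMA fluorescence, excitation 380 nm and emission 535 nm, after compounds sit 10 min at room temperature with 10 uM horse-spleen apoferritin in 50% saturated 1-AMA/PBS. Values come from four-parameter Hill fits.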
Active calls of the source: *; i = inactive; ? = inconclusive; · = no result given; & = joins results of further samples; [ ] = another dose, or the depositor's remark. Unless noted, calls come from the whole dose curve; as a rule, active = well fitted curve in the direction sought with a large enough effect; inconclusive = small, poorly fitted or top-dose-only effect, or another doubt; inactive = no such curve, though single readings can be large; an effect the other way counts as inactive or inconclusive. Not all compounds are listed; count on the stated rates, not on these rows.

nr	smiles	PGK inhibitor	BLM helicase inh	POLH inh	POLB inh	APE1 inh	RXFP1 antagonist	POLI inh	Pol kappa inh	Apoferritin bind
1	Cc1cccc(OCCCCN2CCNCC2)c1	-4.6%	·	-10.1%	·	·	-4.5	54.7%[activator]	-3.1%	·
2	COc1ccc(-c2c([C@H]3[C@H]4C=CC[C@@H](C)[C@@H]4C(=O)N3Cc3ccccc3)ccc3ccccc23)cc1OC	8.6%	-7.6%	-18.0%	-25.5%	-0.3%	·	-0.8%	-13.3%	-4.7%
3	CCn1cc(Br)c(C(=O)NC(=S)Nc2ccc(C(=O)OC)cc2)n1	i	-3.3%	-3.6%	35.1%	1.7%	7.9	71.2%[activator]	-2.4%	3.4%
4	CC(C)(C)NC(=O)c1cc2c(ccc3ccccc32)oc1=O	-3.4%	1.3%	?	3.7%	0.1%	-11.7	73.4%[activator]	-19.4%	-8.2%
5	C[C@@H]1CC=C[C@@H]2[C@H]1C(=O)N(Cc1ccccc1)[C@H]2c1cccc(Br)c1	5.4%	-6.4%[75.6 µM]	-18.5%	·	-9.3%&4.9%	·	-1.2%	0.0%	82.6%[activator][110 µM]
6	Cc1ccc(Cl)cc1-n1c(=O)c2sc3ccccc3c2n(CC(=O)NC2CCCC2)c1=O	-6.6%	-6.0%	-21.2%	2.7%	·	·	33.3%[activator]	1.6%	-7.0%
7	Cc1ccccc1CSc1nnc(Cn2c(=O)sc3ccccc32)n1C	-3.9%	-11.6%	-17.7%	9.6%	-5.7%	-5.6	-23.1%	-7.1%	-5.9%
8	O=[N+]([O-])c1ccc(CSc2nnc(SCc3ccc(Cl)cc3)s2)cc1	·	-2.4%	-11.8%	6.7%[57.1 µM]	-5.1%	-2.0	-0.9%	-15.4%	4.7%
9	Cc1ccc(S(=O)(=O)c2nnn3c2nc(N(C)Cc2ccccc2)c2cc(Cl)ccc23)cc1C	-8.1%	-2.2%	-14.1%	5.9%	·	-8.7	2.1%	7.8%	3.7%
10	Nn1c(SCC(=O)Nc2c(F)cc(F)cc2Br)nnc1C1CCCCC1	10.0%	0.9%	-15.6%	11.9%	10.1%	-4.6	12.6%	-5.4%	-15.9%
11	O=C1NC[C@@H](c2ccccc2)OC(=O)[C@@H](Cc2ccc(F)cc2)C/C=C\C[C@@H]1CC(=O)N(CCO)Cc1ccccc1	-3.8%	·	-17.1%	·	9.5%	·	22.4%	2.9%	·
12	COCCn1c(N2CCN(c3ccc(OC)cc3)CC2)nc2c1c(=O)[nH]c(=O)n2C	i	-0.7%	-11.8%	7.4%	3.4%	-10.3	?	3.9%	-3.1%
13	COc1ccc(/C=C\c2onc(C)c2S(=O)(=O)N2CCC(C(=O)Nc3cccc(C)c3C)CC2)cc1	2.3%	-2.3%	-16.3%	8.3%	·	13.8	12.4%	-2.3%	-9.7%
14	COc1ccc(OCC(=O)Nc2ccc(NC(=O)c3ccco3)c(C)c2)cc1	i	-1.6%	-23.0%	4.2%	-1.0%	5.9	57.3%[activator]	1.1%	-6.6%
15	Cc1cc(C(C)(C)C)cc(C)c1CCNC(=O)c1ccc[n+]([O-])c1	12.3%	0.7%	-5.5%	30.0%	-9.4%	-3.9	15.8%	-15.6%	-8.5%
16	COc1cc2c(cc1OC)C(COc1ccc3c(C)cc(=O)oc3c1)N(C(=O)c1cc(Cl)ccc1OC)CC2 (stereo not drawn)	i	-5.9%	-11.2%	5.1%	·	-8.6	8.9%	1.5%	-7.0%
17	COc1ccc(C(=O)NC2CCN(C(=O)NCc3ccccc3)CC2)cc1	0.9%	0.0%	-21.8%	15.8%	12.0%	7.0	15.9%	0.0%	1.4%
18	Cc1c(NC(=O)c2ccccc2N(C)S(=O)(=O)c2ccccc2)c(=O)n(-c2ccccc2)n1C	-1.6%	-7.9%	1.5%	-12.4%	1.2%	1.8	26.1%	-11.3%	-10.4%
19	CCOc1ccc(N(CC(=O)N2CCN(c3ccccc3F)CC2)S(=O)(=O)c2c(C)noc2C)cc1	-0.6%	1.1%	-8.3%	90.8%	66.2%[activator]	13.8	35.2%[activator]	12.5%	-1.7%
20	O=C(NC1CCCC1)C(c1cccs1)N(C(=O)c1ccco1)c1ccc2c(c1)OCO2 (stereo not drawn)	-2.3%	-1.6%	-15.0%	8.5%	-6.5%	15.0	3.7%	1.7%	5.0%

Three entries from above, sorted by the number in POLB inh, descending:
nr	smiles	PGK inhibitor	BLM helicase inh	POLH inh	POLB inh	APE1 inh	RXFP1 antagonist	POLI inh	Pol kappa inh	Apoferritin bind
3	CCn1cc(Br)c(C(=O)NC(=S)Nc2ccc(C(=O)OC)cc2)n1	i	-3.3%	-3.6%	35.1%	1.7%	7.9	71.2%[activator]	-2.4%	3.4%
10	Nn1c(SCC(=O)Nc2c(F)cc(F)cc2Br)nnc1C1CCCCC1	10.0%	0.9%	-15.6%	11.9%	10.1%	-4.6	12.6%	-5.4%	-15.9%
6	Cc1ccc(Cl)cc1-n1c(=O)c2sc3ccccc3c2n(CC(=O)NC2CCCC2)c1=O	-6.6%	-6.0%	-21.2%	2.7%	·	·	33.3%[activator]	1.6%	-7.0%

Random excerpt: two compounds from above.
nr	smiles	PGK inhibitor	BLM helicase inh	POLH inh	POLB inh	APE1 inh	RXFP1 antagonist	POLI inh	Pol kappa inh	Apoferritin bind
18	Cc1c(NC(=O)c2ccccc2N(C)S(=O)(=O)c2ccccc2)c(=O)n(-c2ccccc2)n1C	-1.6%	-7.9%	1.5%	-12.4%	1.2%	1.8	26.1%	-11.3%	-10.4%
11	O=C1NC[C@@H](c2ccccc2)OC(=O)[C@@H](Cc2ccc(F)cc2)C/C=C\C[C@@H]1CC(=O)N(CCO)Cc1ccccc1	-3.8%	·	-17.1%	·	9.5%	·	22.4%	2.9%	·

The list goes on:
nr	smiles	PGK inhibitor	BLM helicase inh	POLH inh	POLB inh	APE1 inh	RXFP1 antagonist	POLI inh	Pol kappa inh	Apoferritin bind
21	COC(=O)c1ccc(C)c(NC(=O)Cc2coc3cc(OC)ccc23)c1	·	-4.0%	-2.9%	1.5%	0.4%	-18.0	5.5%	-6.9%	-8.1%
22	COc1ccc(N2Cc3cccc(C(=O)Nc4cc(C)cc(C)c4)c3C2=O)cc1	-6.5%	-15.9%	79.4µM*	10µM*	·	·	70.8µM*	?	-12.4%
23	CCc1ccc2c(c1)C(c1ccc([N+](=O)[O-])cc1)=NNC(c1ccccc1)=N2	-4.1%	-0.6%	-22.0%	-21.9%	-2.6%	-10.8	-1.4%	-18.2%	-1.7%
24	Cc1ccc(-c2cn3c(n2)sc2cc(C(=O)NCCCN4CCCCCC4)ccc23)cc1	4.3%	3.3%	-19.7%	-9.0%	·	-15.2	7.6%	-6.3%	-3.0%
25	Cc1ccc(F)cc1CNC(=O)C1CCC(=O)N(CC2CCCCC2)C1 (stereo not drawn)	9.6%	0.1%	2.7%	0.3%	-15.5%	21.7	20.8%	-12.1%	2.0%
26	CCOC(=O)[C@H]1[C@H]2COc3ccc(C)cc3[C@@H]2N2C(=O)c3ccc(F)cc3NC(=O)[C@@]12C	-1.2%	·	4.2%	·	-6.4%	·	?	-24.2%	·
27	Cc1cc(SCC(=O)OC(C)C(=O)N(C)c2ccccc2)nc2ccccc12 (stereo not drawn)	-0.8%	·	-8.3%	·	-11.8%	-16.5	5.1%	-18.8%	·
28	CCOC(=O)N1CCN(C(=O)Nc2ccc3nc(-c4ccccn4)c(-c4ccccn4)nc3c2)CC1	-9.0%	-0.9%	-20.2%	1.5%	0.4%	-10.9	9.2%	-2.5%	246.1%[activator]
29	N/C(Cc1ccc(Cl)cc1Cl)=N\OC(=O)Cc1ccc(Cl)cc1	5.1%	-7.5%	-24.7%	-3.7%	9.8%	?	131.2%[activator]	-7.3%	34.1%[activator]
30	Cc1ccc(S(=O)(=O)Cc2ccc(C(=O)N3CCN(c4ccc(F)cc4)CC3)o2)cc1	-6.3%	-15.1%	0.0%	?	6.9%	·	?	-3.6%	?

Next part
Below each compound – PGK inhibitor | BLM helicase inh | POLH inh | POLB inh | APE1 inh | RXFP1 antagonist | POLI inh | Pol kappa inh | Apoferritin bind
31: CC(=O)/C(=C\N(C)C)Sc1ccc(Cl)cc1
    1.3% | 0.6% | -2.4% | -7.0% | 0.3% | 6.1 | 8.6% | -10.6% | 6.1%
32: Cc1ccc(NC(=O)Cn2cnc3c(cnn3C(C)(C)C)c2=O)cc1
    -10.4% | -3.5% | -3.7% | 43.0% | 15.1% | 5.6 | -4.4% | -20.0% | -17.2%
33: COc1ccc(NC(=S)Nc2ccc(OC(F)F)cc2)cn1
    -0.2% | -1.3% | -19.9% | -15.7% | -4.4% | -17.9 | 36.2%[activator] | -7.3% | -2.8%
34: CCOc1ccc(CN2CCC(n3nccc3NC(=O)c3ccccc3OC)CC2)cc1
    6.0% | -2.7% | 2.3% | 16.6% | 24.7% | 4.4 | 20.9% | -19.8% | -7.6%
35: COc1ccc(Cl)cc1NC(=O)N1CCN(S(=O)(=O)c2ccc3c(ccn3C)c2)CC1
    -9.1% | -5.6% | -7.2% | 4.4% | · | · | 3.0% | -10.3%[60.1 µM] | 6.8%
36: CN(C)c1ccc(-c2cc(-n3ccnc3)ncn2)cc1
    · | -9.1% | · | · | -6.2% | · | · | -6.3%[60.1 µM] | -4.7%
37: COC(=O)c1ccccc1NC(=O)CSc1n[nH]c(CC(C)C)n1
    -4.9%&7.1% | -1.0%&-3.5% | -20.0%&-19.1% | 3.2%&11.0% | 16.8% | -6.1&-4.0 | -4.4%&-3.9% | -6.7%&-8.0% | -15.9%&-3.5%
38: CCCCNC(=O)CCCCCNS(=O)(=O)c1ccc(Br)cc1
    -0.7% | -5.1% | -3.5% | 2.1% | 0.5% | -9.5 | 8.8% | -1.4% | -10.7%
39: O=C(NCCN1CCOCC1)c1cc2n(n1)C(C(F)(F)F)CC(c1ccc(F)cc1)N2 (stereo not drawn)
    4.6% | -4.7% | -16.3% | 5.3% | 4.0% | -0.6 | ? | -5.5% | -10.4%
40: Cc1ccc(N(CCC#N)C(=O)COC(=O)c2nc3nc(C)cc(C)n3n2)cc1
    -3.8% | · | -14.2% | · | 9.8% | -8.3 | 34.5%[activator] | -7.4% | ·
